# PAD4 FP inh – human PAD4 inhibitors, primary screen, biochemical, fluorescence polarization, 1536-well format; Protein-arginine deiminase type-4 (Homo sapiens), Q9UM07; recombinant PAD4, RCA probe fluorescence polarization; inhibition, % at 6.36 µM; 330,000 compounds, 0.41% hits;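 active means percent inhibition above a cutoff equal to the mean of all tested compounds plus 3 SD, cut at about 15% in these data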;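 further: 0% = PAD4 with RCA probe and DMSO and 100% = probe without PAD4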
# PAFAH1B3 FP inh – PAFAH1B3 enzyme inhibitors, primary screen, biochemical, fluorescence polarization, human; Platelet-activating factor acetylhydrolase IB subunit alpha1 (Homo sapiens), Q15102; recombinant PAFAH1B3, FP-rhodamine probe; inhibition, % at 3.39 µM; AID 492972, 2010; 340,000 compounds, 0.28% hits;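 active means inhibition above the screen-wide average of all tested compounds plus 3 SD, cut at about 25% in these data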;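 further: 0% = enzyme with DMSO only and 100% = wells lacking PAFAH1B3 protein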
# LYPLA1 counter – LYPLA1 inhibitors, primary screen, counter-screen for PME1 inhibitor project, biochemical, fluorescence polarization, FP-Rh probe ABPP; Acyl-protein thioesterase 1 (Homo sapiens), O75608; recombinant LYPLA1; inhibition, % at 5.9 µM; 320,000 compounds, 0.16% hits;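 active means inhibition above the mean of all tested compounds plus 3 SD, set per campaign, cut at about 14% in these data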;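 further: inhibitors block serine hydrolase probe labeling of LYPLA1 so polarization falls; 0% = enzyme with DMSO and 100% = wells lacking LYPLA1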
# Target sequence (O75608 whole entry, looked up): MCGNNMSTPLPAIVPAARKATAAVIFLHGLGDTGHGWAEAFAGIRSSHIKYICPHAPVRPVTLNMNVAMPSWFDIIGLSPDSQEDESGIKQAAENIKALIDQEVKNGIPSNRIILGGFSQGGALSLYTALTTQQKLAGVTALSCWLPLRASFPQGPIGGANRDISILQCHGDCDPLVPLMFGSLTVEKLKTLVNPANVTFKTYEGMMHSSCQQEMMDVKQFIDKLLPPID
# PAFAH2 inh – PAFAH2 enzyme inhibitors, primary screen, biochemical, fluorescence polarization, human; recombinant PAFAH2, FP-rhodamine activity probe; inhibition, % at 3.39 µM; 340,000 compounds, 0.99% hits; Platelet-activating factor acetylhydrolase 2, cytoplasmic (Homo sapiens), Q99487;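 active means inhibition above the mean over all tested compounds plus 3 SD, cut at about 30% in these data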;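 further: inhibitors block probe labeling of enzyme so polarization drops; 0% = enzyme with DMSO and 100% = wells lacking PAFAH2 protein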
# Fam108B inh – mouse Fam108B serine hydrolase inhibitors, primary screen, counter-screen for RBBP9 inhibitor project, biochemical, fluorescence polarization | 300,000 compounds, 0.33% hits | recombinant Fam108B, FP-Rh probe fluorescence polarization | inhibition, % at 9.51 µM | AID 1947, 2009;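 active means inhibition above the screen mean inhibition plus 3 SD, computed separately per campaign, cut at about 18% in these data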;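 further: inhibitors lower polarization as less probe binds the enzyme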
# GSTO1 inh – inhibitors of recombinant GSTO1, primary screen, counter-screen for RBBP9 inhibitor project, biochemical, fluorescence polarization | activity-based probe fluorescence polarization | Glutathione S-transferase omega-1 (Homo sapiens), P78417 | inhibition, % at 5.96 µM | AID 1974, 2009 | 300,000 compounds, 1.1% hits;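 active means inhibition above the campaign mean inhibition plus 3 SD, cut at about 35% in these data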;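 further: 0% = GSTO1-1 with DMSO and 100% = wells lacking GSTO1-1 enzyme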
# Target sequence (P78417 whole entry, looked up): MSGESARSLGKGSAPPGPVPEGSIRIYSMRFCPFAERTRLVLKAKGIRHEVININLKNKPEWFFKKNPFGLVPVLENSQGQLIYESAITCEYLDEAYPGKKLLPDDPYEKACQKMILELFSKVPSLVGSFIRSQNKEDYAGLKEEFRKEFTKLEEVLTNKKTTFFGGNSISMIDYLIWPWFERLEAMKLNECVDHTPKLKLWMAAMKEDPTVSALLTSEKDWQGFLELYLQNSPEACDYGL
# PME-1 inh – PME-1 inhibitors via competitive probe labeling, primary screen, biochemical, fluorescence polarization, FP-Rh probe, HTS; Protein phosphatase methylesterase 1 (Homo sapiens), Q9Y570; recombinant PME-1; inhibition, % at 5.9 µM; AID 2130, 2009; 320,000 compounds, 0.53% hits;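 active means inhibition above the campaign mean of all compounds plus 3 SD, cut at about 26% in these data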;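 further: competitive labeling of PME-1 active site by serine hydrolase directed probe; 0% = PME-1 with DMSO and 100% = wells lacking PME-1 enzyme; inhibitors block probe labeling so polarization falls and inhibition rises; many of its hits are not listed in these tables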
# pPAFAH inh – pPAFAH enzyme inhibitors, primary screen, biochemical, fluorescence polarization, human. AID 463082, 2010. recombinant pPAFAH, FP-rhodamine probe fluorescence polarization. inhibition, % at 3.39 µM. 330,000 compounds, 1.5% hits;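 active means inhibition above the mean inhibition across the screen plus 3 SD, cut at about 25% in these data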;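 further: inhibitors block binding of the rhodamine activity-based probe so polarization drops; 0% = enzyme with DMSO and 100% = wells lacking pPAFAH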
# Target sequence (Q13093 whole entry, looked up): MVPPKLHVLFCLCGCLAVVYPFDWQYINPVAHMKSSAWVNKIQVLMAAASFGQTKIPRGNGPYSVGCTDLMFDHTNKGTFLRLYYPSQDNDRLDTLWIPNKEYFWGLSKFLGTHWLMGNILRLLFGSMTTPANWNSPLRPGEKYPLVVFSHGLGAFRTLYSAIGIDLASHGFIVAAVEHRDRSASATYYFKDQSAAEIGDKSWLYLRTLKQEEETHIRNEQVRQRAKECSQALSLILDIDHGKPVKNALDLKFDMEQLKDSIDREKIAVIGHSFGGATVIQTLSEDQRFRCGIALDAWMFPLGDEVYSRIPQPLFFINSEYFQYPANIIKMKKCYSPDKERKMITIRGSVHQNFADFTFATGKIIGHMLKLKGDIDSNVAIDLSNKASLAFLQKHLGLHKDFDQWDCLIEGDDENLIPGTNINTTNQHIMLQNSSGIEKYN
# PAFAH1B2 inh – PAFAH1B2 enzyme inhibitors, primary screen, biochemical, fluorescence polarization, human; inhibition, % at 3.39 µM; recombinant PAFAH1B2, FP-rhodamine activity probe; AID 492953, 2010; Platelet-activating factor acetylhydrolase IB subunit alpha2 (Homo sapiens), P68402; 340,000 compounds, 1.2% hits;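 active means inhibition above the mean of all tested compounds plus 3 SD, cut at about 24% in these data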;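 further: 0% = enzyme with DMSO and 100% = wells lacking PAFAH1B2; many of its hits are not listed in these tables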
# * = called active by the depositor; . = no result given. Not all compounds are listed; the hit share may differ from the screen's.
SMILES	PAD4 FP inh	PAFAH1B3 FP inh	LYPLA1 counter	PAFAH2 inh	Fam108B inh	GSTO1 inh	PME-1 inh	pPAFAH inh	PAFAH1B2 inh
COc1ccc(N2CC(C(=O)Nc3nnc(SCC(=O)c4ccccc4)s3)CC2=O)cc1 (stereo not drawn)	-7	-6	-3	5	3	6	7	4	-3
COc1cccc(CN(C)C(=O)CN2C(=O)NC3(CCCc4ccccc43)C2=O)c1 (stereo not drawn)	-3	4	-3	-6	.	.	5	-5	1
CS/C(N)=N/N=C/c1ccc([N+](=O)[O-])cc1	-2	-2	1	-8	5	3	3	-2	3
Cc1nnc2sc(SCC(=O)N3CCC(C)CC3)nn2c1=O	1	1	1	1	7	12	1	3	-1
CCOC(=O)C1(Cc2cccc(Cl)c2)CCCN(C(=O)CCSC)C1 (stereo not drawn)	4	1	-3	1	-2	3	6	15	5
O=C(CCNC(=O)c1ccc(Br)o1)NCc1ccc(Cl)cc1	0	1	-2	3	3	7	2	-3	14
CCN(C(=O)c1ccc2c(Cl)c3c(nc2c1)CCC3)c1ccc(C)c(C)c1	0	-5	-8	-12	-3	5	-1	4	0
c1ccc(-c2noc(CSc3nc4ccccc4o3)n2)cc1	5	11	0	0	3	2	-7	5	-3
COC(=O)[C@@H]1C[C@@]2(O)[C@H](O)[C@H](O)[C@H](O)C[C@H]2N1Cc1cc(F)ccc1F	-5	6	-2	5	1	5	3	-1	4
CSc1nc2ccc3nc(NC(=O)c4ccccc4)sc3c2s1	4	-8	-6	-22	-26	1	-14	-6	-8
COc1ccc(C2N(c3ccc(OC)cc3)C(=O)C3CCCN32)cc1 (stereo not drawn)	-4	2	1	0	1	2	-5	4	5
CCOc1ccc(-c2cccc(NS(=O)(=O)c3ccc([N+](=O)[O-])cc3)c2)nn1	0	3	1	-2	0	1	2	3	2
Cn1c(CCNC(=O)c2ccc(Cl)cc2)n[nH]c1=S	-7	-1	4	0	1	10	-4	5	-3
CC(C)C1=NN(C(=O)c2ccccc2)C(O)(C(C)(C)C)C1 (stereo not drawn)	-3	-2	-1	0	6	-2	-4	1	0
CCc1ccc(C(=O)N/N=C(\C)c2cccnc2)s1	-7	8	-9	0	0	-4	-5	3	-5
Cc1cccnc1NC1(C(F)(F)F)N=C2SCCN2C1=O (stereo not drawn)	-11	1	-1	0	0	2	3	0	8
COc1ccc(S(=O)(=O)NNC(=O)C(=O)NNc2ccccn2)cc1	3	7	0	1	2	-4	-6	4	4
Cc1ccc(NCc2ccco2)cc1C	5	1	3	1	1	5	3	6	1
CCc1ccccc1N1C(=O)c2cccc3c(N4CCOCC4)c([N+](=O)[O-])cc(c23)C1=O	0	5	0	-8	3	-15	6	1	0
CCNc1nc2cccnc2s1	2	-1	5	-7	1	12	-1	2	-2
CCOC(=O)C1CCCN(C(=O)c2cc3c(=O)n(C)c4ccccc4c3n2C)C1 (stereo not drawn)	-4	-3	0	-7	0	7	2	4	5
CC(C)c1ccc(/C=N/NC(=O)CC(=O)NCc2ccccc2)cc1	-1	-5	5	0	1	-8	-2	9	16
CC(CC(=O)NC1CCSC1=O)c1ccccc1 (stereo not drawn)	5	5	0	-2	0	-1	2	1	-1
O=C(c1cccc(F)c1)N1CCc2ccccc2C1	-8	6	1	-10	-3	8	-8	-3	11
Cc1cc(=O)n2nc(N3CCC(C(=O)NC4CCCc5ccccc54)CC3)sc2n1 (stereo not drawn)	1	10	1	-2	-2	7	7	2	7
O=C(NCCN1CCOCC1)c1cccc(S(=O)(=O)N2CCCCC2)c1	-2	-4	-1	0	-3	2	1	-5	0
Cc1ccc(CS(=O)(=O)c2ncn[nH]2)cc1	-1	9	5	6	1	9	3	4	1
CCOC(=O)c1cnc(SC)nc1Oc1cccc(NS(=O)(=O)c2ccc(Cl)cc2)c1	-4	7	0	-2	-1	8	-12	2	1
COc1ccc(S(=O)(=O)N2CCCCC2)cc1NC(=O)COC(=O)c1ccco1	0	11	.	10	.	.	.	-3	2
O=c1c2ccccc2ncn1-c1ccc([N+](=O)[O-])cc1Cl	-1	2	-6	2	-2	1	0	4	2
CC(C)(C)NC(=O)c1cccc(NC(=O)Cc2cccs2)c1	-4	9	-2	-4	-8	0	7	1	0
Cc1ccccc1Cn1c(CN2CCN(c3ccc(F)cc3)CC2)nc2c1c(=O)n(C)c(=O)n2C	-4	.	-1	.	-1	8	-2	4	.
CCOC(=O)C1Nc2ccc(C(F)(F)F)cc2C2C=CCC12 (stereo not drawn)	-19	6	-6	17	6	20	5	24	10
COc1ccc(N(CCC(=O)Nc2ccccc2F)S(=O)(=O)c2ccc(C)cc2C)cc1	4	6	1	1	3	1	2	7	0
CCc1ccc(-n2c(Cc3ccccc3)n[nH]c2=S)cc1	1	0	-4	-2	-1	-9	-3	0	10
CCC(=O)N1CC2(C)CN(C(=O)CC)CC(C)(C1)C2	0	11	3	9	-2	1	-2	0	2
CC1CN(C(=O)c2cccn(Cc3c(Cl)cccc3Cl)c2=O)CC(C)O1 (stereo not drawn)	-2	14	4	5	4	4	-4	5	-4
Cc1cccc(CCN(Cc2cc3cccc(C)c3[nH]c2=O)C(=O)N2CCOCC2)c1	-3	7	-2	-6	3	4	0	-4	3
Cc1ccc(-c2nn(-c3ccccc3)cc2NC(=O)c2ccccc2)cc1	3	1	-10	5	-15	-6	0	-1	1
CCc1ccc(C(C)NC(=O)C2(C)CC2(Br)Br)cc1 (stereo not drawn)	8	1	-6	3	1	0	-2	-3	7
COc1ccc(CSc2nnc3[nH]c(=O)cc(N)n23)cc1	-1	5	-1	6	-3	-12	2	8	7
COc1ccc(S(=O)(=O)N2CCN(Cc3cccc([N+](=O)[O-])c3)CC2)cc1	2	3	-3	7	-1	4	0	-2	5
COc1cccc2c1cc1c(=O)n(CC(=O)NCCCN3CCCCC3)nc(C)n12	2	-1	-4	-2	-2	-1	-3	2	-5
Cc1ccsc1/C=N/NC(=O)Cn1cnc2ccccc21	-2	7	-4	4	5	-1	4	0	-1
Cc1cc(C)nc(Nc2ccc(F)cc2)n1	-2	3	2	6	-3	5	4	0	5
CCc1ccc2cccc3c2c1N=CN3C	5	11	1	4	4	19	3	5	8
CCc1cccc(NC(=O)CC2Oc3ccccc3NC2=O)c1 (stereo not drawn)	2	3	-4	2	-5	0	3	5	2
CCn1cc(C(=O)NCCC(C)C)c(=O)c2cc(F)c(N3CCN(C(=O)c4ccco4)CC3)cc21	-7	4	-1	7	-1	2	-3	-3	4
COc1ccc(NS(=O)(=O)c2ccc3oc4ccccc4c3c2)cn1	-4	1	-5	2	-1	-3	-3	-2	-6
O=C(N=Nc1c(O)n(Cc2ccccc2)c2ccccc12)c1cc2ccccc2cc1O	-2	3	-4	3	1	-2	51*	11	5
Cn1c(C(=O)OCC(=O)NCC2CCCO2)cc2sccc21 (stereo not drawn)	-2	-4	-1	7	0	0	0	3	6
CC(C)CN(C(=O)COC(=O)CNC(=O)c1ccccc1F)C1CCS(=O)(=O)C1 (stereo not drawn)	1	10	-5	0	-1	-7	0	4	3
COC(=O)C/C=C/[C@@H](C)[C@@H](/C=N/O[C@@H](C)c1cn([C@H](CO)Cc2ccccc2)nn1)NS(=O)(=O)c1ccc(C)cc1	0	.	6	.	-2	4	5	5	.
Cc1nnc(NC(=O)c2ccc(F)c(S(=O)(=O)N3CCCCC3)c2)s1	-7	6	-1	2	-3	-2	3	-1	5
COc1ccc(Cl)cc1N(C(=O)c1ccco1)C(C(=O)NC1CCCC1)c1ccco1 (stereo not drawn)	-3	4	-1	-7	-1	3	-1	8	2
CCOc1ccc(NC(=O)CN(C)CC(=O)Nc2cc(Cl)ccc2C#N)cc1OCC	1	-5	2	0	5	10	10	6	1
Cc1cc(C(=O)Nc2ccc(C)c(C)c2)n(-c2ccccc2)n1	-4	4	3	-2	1	7	-4	3	6
COc1cc(C(=O)OCCCc2cc3ccccc3c(=O)o2)cc(OC)c1OC	5	7	0	-2	.	.	4	-1	2
CCC(C)C(=O)Nc1nc2ccc(OC)cc2s1 (stereo not drawn)	0	.	0	.	2	5	-2	5	.
C=CCC(C(=O)OC)(C(=O)OC)c1ccc(C(F)(F)F)cc1[N+](=O)[O-]	-2	-1	0	-12	1	4	2	6	5

# (further entries)
SMILES	PAD4 FP inh	PAFAH1B3 FP inh	LYPLA1 counter	PAFAH2 inh	Fam108B inh	GSTO1 inh	PME-1 inh	pPAFAH inh	PAFAH1B2 inh
Cc1cc(S(=O)(=O)NCc2ccccc2)ccc1OCC(=O)N1CCCC1	-2	8	0	-4	-1	-2	2	10	3
COc1ccc(CN(CC(=O)NCc2ccco2)C(=O)CNS(=O)(=O)c2ccc(C)cc2)cc1	-2	2	-1	-12	1	5	3	0	2
CCCN(CCC)C(=O)C1CC(=O)OC12CCCCC2 (stereo not drawn)	-2	.	0	.	2	-3	-12	-10	.
Cc1ccc(S(=O)(=O)N2C[C@@H]3[C@H]4CC[C@H](C4)[C@@H]3[C@@H](C)[C@@H]2c2cn(Cc3ccccc3)c3ncccc23)cc1	1	2	.	3	.	.	.	1	1
O=c1cc(-c2ccc(F)cc2F)[nH]c2ccccc12	2	.	-1	.	3	3	-7	0	.
CC(Sc1nc(-c2ccccc2)cc(C(F)(F)F)n1)C(=O)NCc1ccco1 (stereo not drawn)	2	-8	2	8	0	1	1	12	1
COc1ccc(-c2cc(C(=O)N(C)Cc3cccc(OC)c3OC)c3ccccc3n2)cc1OC	0	5	4	-2	2	1	5	-1	-2
CN(C(=O)c1cccc(NC(=O)Cc2ccc([N+](=O)[O-])cc2)c1)C1CCCC1	-1	3	.	2	.	.	.	5	9
COc1ccc(Cn2c(O)cc(=O)[nH]c2=O)cc1	-3	3	2	4	-1	13	-2	7	2
Nc1nc(SCc2ccc3c(c2)OCO3)n[nH]1	2	8	3	10	1	3	2	3	8
COc1cccc(-c2nnn(CC(=O)O)n2)c1	-1	17	1	7	-3	4	7	5	-3
O=C(NCCCN1CCCC1=O)c1ccc([N+](=O)[O-])s1	4	8	0	4	1	16	0	7	1
OC(COCc1ccccc1)CN1CCN(Cc2ccc3c(c2)OCO3)CC1 (stereo not drawn)	-3	0	0	-3	-3	4	0	6	4
Cc1cc(-c2ccccc2)nc(N/N=C/c2ccc(O)cc2O)n1	1	13	-9	7	7	17	40*	20	9
CC(C)N(C(=O)CSc1nnc(NC(=O)c2ccco2)s1)C(C)C	0	5	-1	1	-4	-5	-5	3	6
C/C(=N\OC(=O)c1ccc(F)cc1)c1ccc(F)c(F)c1	-2	-5	0	37*	-1	-4	5	3	22

# Compound activity deposited in PubChem by The Scripps Research Institute Molecular Screening Center.
